Screening data (PubChem BioAssay)
L3MBTL1 block – L3MBTL1 (human) inhibition; Q9Y468; AlphaScreen L3MBTL1–H3K9me1 peptide binding; Potency, µM (highest dose often 57.1 µM), for inactives: top-dose activity, negative = inhibition, usual class: inhibitors; 230,000 compounds, 0.66% hits; AID 485360; also: % is scaled to controls: 0 for no effect and ±100 for the full control effect; nearly all actives have a fitted effect of over 60% in size
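AlphaScreen assay: L3MBTL1 (50 nM final) was preincubated 30 min at room temperature with biotinylated H3(1-15)K9me1 peptide (75 nM final), then 30 min with library compounds; streptavidin donor and nickel chelate acceptor beads (10 ug/mL final) added, 30 min dark.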
Tau fibril ThT – tau fibrillization inhibition (ThT binding). recombinant tau K18 P301L, heparin-induced fibrillization, ThT fluorescence. P10636. AID 1460. Potency, µM (doses to about 57.4 µM), for inactives: at the highest dose activity, negative = inhibition, actives largely listed as inhibitors. 270,000 compounds, 2.1% hits; also: % is scaled to controls: 0 for no effect and ±100 for the full control effect; nearly all actives have a fitted effect of over 55% in size
Target sequence (P10636 561-689 P618L limits assumed): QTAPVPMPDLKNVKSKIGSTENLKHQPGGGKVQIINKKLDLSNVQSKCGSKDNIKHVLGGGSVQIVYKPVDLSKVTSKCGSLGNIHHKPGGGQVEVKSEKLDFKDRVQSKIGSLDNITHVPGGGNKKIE
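Fibril formation assay: tau K18 P301L at 15 uM with trace Alexa 594 label, heparin inducer 20 uM, pH 7 sodium acetate buffer, 37 C for 6 hr; endpoint ThT signal.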
ALDH1A1 block – blocks purified human ALDH1A1 activity | 220,000 compounds, 7.3% hits | Purified ALDH1A1, NADH fluorescence, propionaldehyde substrate | P00352 | Potency, µM (highest dose often 75.3 µM), for inactives: at the highest dose activity, negative = inhibition, actives largely listed as inhibitors | AID 1030; active = well fitted inhibition curve with a large enough effect, not every such curve was filed as active; inconclusive = small, poorly fitted or top-dose-only effect, or another doubt; inactive = no such curve, though single readings can be large or run the other way;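 also: plate controls were no enzyme wells and a reference inhibitor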
Target sequence (P00352 whole entry, looked up): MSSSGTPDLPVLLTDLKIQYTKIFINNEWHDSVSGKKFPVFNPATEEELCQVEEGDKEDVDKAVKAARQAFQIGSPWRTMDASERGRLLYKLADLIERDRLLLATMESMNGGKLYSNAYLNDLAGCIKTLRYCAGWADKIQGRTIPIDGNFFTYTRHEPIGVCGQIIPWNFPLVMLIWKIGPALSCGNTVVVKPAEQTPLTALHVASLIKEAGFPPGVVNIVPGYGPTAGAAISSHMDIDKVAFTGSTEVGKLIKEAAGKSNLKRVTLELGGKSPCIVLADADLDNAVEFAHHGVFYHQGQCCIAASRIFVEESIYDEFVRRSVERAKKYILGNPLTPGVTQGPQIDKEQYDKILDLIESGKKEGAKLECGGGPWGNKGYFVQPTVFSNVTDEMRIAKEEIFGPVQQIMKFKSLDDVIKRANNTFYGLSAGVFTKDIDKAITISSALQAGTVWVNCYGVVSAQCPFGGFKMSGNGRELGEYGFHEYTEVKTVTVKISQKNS
KinaseGlo FLuc – Kinase-Glo luciferase inhibition (counter-screen); Kinase-Glo luciferase, ATP luminescence, 8 min; 200,000 compounds, 0.28% hits; Potency, µM (doses to about 38.3 µM), for inactives: at the highest dose activity change, negative = inhibition, hits mostly inhibitors; Q27757; also: % is scaled to controls: 0 for no effect and ±100 for the full control effect; nearly all actives have a fitted effect of over 60% in size
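Recombinant Kinase-Glo luciferase, 10 uM ATP (linear range), luciferin; imidazole pH 7.2 / KCl / MgCl2 / Tween / BSA buffer; 8 min RT; luminescence.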
RECQ1 helicase – RECQ1 (human) helicase inhibition; Potency, µM (doses to about 57.3 µM), without a hit: at the highest dose activity, negative = inhibition, most hits filed as inhibitors; RECQ1 DNA unwinding, red fluorescence kinetic read; AID 2549; P46063; 240,000 compounds, 0.54% hits;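 also: plate controls were vehicle for no effect and no enzyme for full effect; nearly all actives have a fitted effect of over 30% in size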
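50 nM RECQ1T1 preincubated 15 min with compound in Tris pH 8.0 buffer with MgCl2, DTT, Tween-20 and 2.5 ug/ml poly(dI-dC); started with 200 nM TAMRA/BHQ-2 forked duplex and 2 mM ATP. Unwinding read as fluorescence (525/598 nm), two reads 2 h apart.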
LMNA splice mod – modulators of lamin A splicing | AID 1487 | HeLa LMNA splicing GFP/RFP minigene ratio, 48 h | 200,000 compounds, 0.01% hits | Potency, µM (highest dose often 46.1 µM), for the others: at the top dose ratio change, negative = inhibition, usual class: inhibitors; active = well fitted inhibition curve with a large enough effect in the signal ratio, with a control signal flat, not every such curve was filed as active; inconclusive = small, poorly fitted or top-dose-only effect, or effect the other way, or a change in a side signal; the % refers to the signal ratio; also: % is scaled to controls: 0 for no effect and ±100 for the full control effect
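S3 HeLa stable clones carrying a lamin A-EGFP splicing minigene plus DsRed2 were seeded at 600 cells/well in Opti-MEM with 2% FBS, pin-dosed and incubated 48 h at 37°C. Acumen cytometry (488 nm) gave the GFP/RFP total-intensity ratio.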
SMN2 splice enh – increases expression of the SMN2 splice variant; 210,000 compounds, 2.8% hits; HEK293 SMN2-luciferase splicing reporter, luminescence, 30-36 h; Potency, µM (titrated, usually from 46.1 µM), without a hit: at the top dose activity change, positive = activation, usual class: activators; also: % of control where 0% means no effect; nearly all actives have a fitted effect of over 55% in size
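HEK293 cells carry an SMN2 minigene-luciferase reporter in which exon 7 inclusion puts luciferase in frame. Cells were seeded at 2000 cells/well, attached for 10-12 hours, then exposed to compounds for 30-36 hours at 37C before ONE-Glo luminescence.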
JMJD2E inh – JMJD2E (human) inhibition; B2RXH2; JMJD2E catalytic domain, FDH-coupled NADH fluorescence (FDH is formaldehyde dehydrogenase); Potency, µM (highest dose often 57.1 µM), for the others: top-dose activity change, negative = inhibition, hits mostly inhibitors; 230,000 compounds, 1.6% hits; active = well fitted inhibition curve with a large enough effect, not every such curve was filed as active; inconclusive = small, poorly fitted or top-dose-only effect, or another doubt; inactive = no such curve, though single readings can be large or run the other way;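 also: 0% = wells with enzyme and -100% = buffer wells without enzyme; nearly all actives have a fitted effect of over 50% in size; many of its hits are not listed in these tables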
Target sequence (B2RXH2 1-337 limits assumed): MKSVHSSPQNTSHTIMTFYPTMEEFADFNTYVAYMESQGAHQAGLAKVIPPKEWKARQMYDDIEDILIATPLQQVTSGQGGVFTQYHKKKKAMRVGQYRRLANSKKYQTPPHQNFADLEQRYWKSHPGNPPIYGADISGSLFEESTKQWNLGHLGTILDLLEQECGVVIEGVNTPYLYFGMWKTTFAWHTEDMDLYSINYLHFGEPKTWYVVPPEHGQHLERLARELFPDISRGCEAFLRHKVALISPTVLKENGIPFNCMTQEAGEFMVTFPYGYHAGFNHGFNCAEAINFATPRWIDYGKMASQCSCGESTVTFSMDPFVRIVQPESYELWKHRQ
Starred values were filed as active, the others as inactive; i = inactive; ? = inconclusive; . = no result given; & = joins results of further samples; [ ] = dose if it differs, or a comment. Unless noted, calls follow the shape of the dose curve; as a rule, active = well fitted curve in the direction sought with a large enough effect; inconclusive = small, poorly fitted or top-dose-only effect, or another doubt; inactive = no such curve, though single readings can be large; an effect the other way counts as inactive or inconclusive. Potency is read from the fitted curve at half-maximal effect.

SMILES	L3MBTL1 block	Tau fibril ThT	ALDH1A1 block	KinaseGlo FLuc	RECQ1 helicase	LMNA splice mod	SMN2 splice enh	JMJD2E inh
COC(=O)[C@@]1(Cc2ccc(OC)cc2)[C@H]2c3cc(C(=O)N(C)C)n(CCSCCO)c3C[C@H]2CN1C(=O)c1ccccc1	-8%	3%&-9%	-14%&-3%	2%&0%	-1%&-2%	?	7%	-8%&-8%
O=c1ccc(-c2nc3cc(Cl)ccc3n2Cc2ccccc2)c[nH]1	-4%	-11%	?	3%	-8%	.	.	-26%
CCOc1ccc(NCC(=O)N/N=C/C=C/c2ccccc2)cc1	-5%	11µM*	?	5%	-8%	-14%	-4%	-12%
COc1ccc2c(c1)c1ncnc(N3CCN(Cc4ccc5c(c4)OCO5)CC3)c1n2C	2%	-15%	?	0%	i	-4%	-23%	?
N/C(CS(=O)(=O)c1ccccn1)=N\OC(=O)c1ccccc1Cl	12%	-7%	.	.	-4%	.	.	7%
Cc1nc(CCNC(=O)Cc2ccc(F)cc2)cs1	7%	-6%	6%	3%	-3%	-14%	3%	2%
CCOC(=O)c1[nH]c(C)c(C(=O)c2ccc(C)cc2)c1C	.	-5%	?	0%	-11%	8%	4%	-29%
Cc1ccc(NC(=O)c2nc3nccc(C)n3n2)c(C)c1	47%[activator]	-1%	?	-5%	-3%	0%[46 µM]	11µM*	16%
CN(CCCNC(=O)C1CCCN(S(=O)(=O)c2cnc[nH]2)C1)c1ccccc1 (stereo unspecified)	-2%	-5%	?	6%	-3%	3%	-6%	3%
Cn1cc(/C(Cc2ccccc2)=N\O)c2ccccc21	-11%	-17%	-5%	-6%	-10%	-17%	26%	-3%
CCOC(=O)c1c(NCc2ccccc2)n[nH]c1C	4%	5%	-5%	-1%	3%	2%	-4%	-7%
O=C(Cc1ccc(F)cc1)NCc1cccnc1	3%	-2%	-12%	-4%	-10%	4%[46 µM]	.	13%
Nc1ccc2nc(CCCCCCCCc3nc4ccc(N)cc4[nH]3)[nH]c2c1	-18%	?	2%	-3%	i	-12%[46 µM]	-2%	6%
Cn1cnc([N+](=O)[O-])c1Sc1n[nH]c(N)n1	9%	?	0%	.	i	.	.	1%
NS(=O)(=O)c1cccc(NC(=O)/C=C/c2cccs2)c1	-3%	4%	-7%	-4%	i	-15%[46 µM]	?	1%
COCCNc1ncnc2nc[nH]c12	-10%	0%	0%	-4%	-16%	?	-1%	-3%
O=C(CCCN1C(=O)c2cccc3cccc(c23)C1=O)NCc1cccs1	4%	-1%	?	-2%	-7%	.	-6%	?
Cc1ccc(CN2CCNC(=O)C2CC(=O)O)cc1 (stereo unspecified)	4%	2%	-54%	1%	-14%	-4%	1%	-3%
NC(=O)C1CCN(C2=C(NS(=O)(=O)c3ccccc3)C(=O)c3ccccc3C2=O)CC1	?	?	.	.	-13%	.	.	1%
NC(=O)C1(N2CCCCC2)CCN(CC(=O)Nc2ccccc2-c2ccccc2)CC1	.	-3%	4µM*	-7%	-3%	-10%	?	6%
CC(C)OC(=O)c1cccc(C(=O)Oc2ccccc2)n1	9%	-13%	9%	7%	-14%	-2%	1%	1%
CCc1cc2c(=O)n(Cc3ccco3)c(SCc3c(C)noc3C)nc2s1	-10%	?	22µM*	0%	-10%	?	1%	1%
CC#CCN1c2ccccc2[C@]23C[C@@H](C(=O)OC)N(S(=O)(=O)c4ccc(C#N)cc4)C2=NC(C(=O)OC)=C(C(=O)OC)[C@H]13	.	2%[11.5 µM]	6%[13.5 µM]	-1%[7.66 µM]	1%[11.5 µM]	?	9%[9.22 µM]	-3%[11.4 µM]
O=C(OCc1ccccc1)C1=NNC2C(=O)N(c3ccc(Br)cc3)C(=O)C12 (stereo unspecified)	1%	14%	.	.	-3%	.	.	2%
CN(C)S(=O)(=O)c1cccc(NC(=S)N(CCC#N)Cc2cccnc2)c1	-4%	-1%	?	6%	-8%	-1%[46 µM]	-15%	-4%

New compounds follow
SMILES	L3MBTL1 block	Tau fibril ThT	ALDH1A1 block	KinaseGlo FLuc	RECQ1 helicase	LMNA splice mod	SMN2 splice enh	JMJD2E inh
COc1c(O)ccc2c1CN1CCc3cc4c(cc3C1C2)OCO4 (stereo unspecified)	.	22µM*	.	.	?	5%[46 µM]	.	?
COC(=O)C1=C(C)N=C2SC(C#N)=C(N)N2C1c1ccc(OC)cc1 (stereo unspecified)	8%	-7%	?	-2%	i	-8%	11%	-1%
CCC1(c2ccccc2)NC(=S)N(c2ccc(C)cc2)N1 (stereo unspecified)	.	?	?	-1%	5%	.	-51%[inhibitor]	?
CSc1nc(C)cc(SC(C(C)=O)C(=O)Nc2ccccc2)n1 (stereo unspecified)	0%	?	16µM*	-5%	-14%	6%	-7%	?
Cc1nc(NCc2cccnc2)c2c3c(sc2n1)CC(C)CC3 (stereo unspecified)	-20%	-15%	?	3%	i	-7%[46 µM]	-6%	?
CC(C)CC(=O)Nc1ccc(-c2nnn(CC(=O)NCc3ccco3)n2)cc1	0%	-4%	-4%	2%	i	-21%[46 µM]	?	-18%
Cc1cc(C)n2nc(C(=O)Nc3ccc4c(c3)CCC4)nc2n1	-7%	-7%	-3%	-7%	-1%	?	11µM*	4%
COc1cc(C2NC(=O)NC(C)=C2C(=O)OC2CCCC(C)C2)ccc1O (stereo unspecified)	-4%	-14%	-9%	3%	3%	-11%	3%	-2%
O=C(O)c1[nH]nc2c1COc1ccccc1-2	-2%	3%	?	3%	-3%	10%	-4%	?
CC(=O)C1=C(O)C(=O)N(CO)C1c1ccccc1F (stereo unspecified)	4%	-4%	9%	10%	i	10%	-1%	-27%
N#Cc1c(Oc2ccc3ccccc3c2)sc(C(=O)c2ccccc2)c1N	-1%	-14%	?	0%	-16%	?	-65%	?
CN(C)S(=O)(=O)N1CCN(CC(=O)Nc2cc(Cl)ccc2Cl)CC1	5%	0%	?	-3%	2%	?	-14%	-4%
CCOC(=O)c1c(-c2cccs2)csc1N	-18%	?	?	-3%	-4%	.	.	-20%
CC(Nc1cccc2ccccc12)C(=O)N/N=C/c1ccccn1 (stereo unspecified)	.	?	-6%	17%	-1%	-22%	-12%	-6%
CNC(=S)N(Cc1ccco1)Cc1cc2cc(OC)c(OC)cc2[nH]c1=O	-14%	-7%	?	-2%	4%	.	.	7%
Cn1ncc2c(Nc3ccccc3Br)ncnc21	-7%	-5%	-4%	2%	0%	-20%	-24%	2%
CCCCC/C=C\C\C=C/C=C/C=C/[C@@H](O)[C@@H](O)CCCC(=O)O	.	-1%	14%	0%	-2%	.	-1%	3%
CN(c1ncc(C(F)(F)F)cc1Cl)n1cc(C(=O)O)c2ccccc2c1=O	.	-12%	3%	17%	-8%	-10%	20%	-9%
O=C1C=CCC(/C=C/c2ccccc2)O1 (stereo unspecified)	2%	?	2%	0%	i	?	-16%	14%
Cc1noc(C)c1CS(=O)(=O)Cc1ccc(Cl)cc1	8%	-9%	8%	4%	i	.	10%	0%
CC(C)(C)NC(=O)C(OC(=O)c1cccs1)c1ccc(C#N)cc1 (stereo unspecified)	14%	9%	7%	-1%	-6%	.	-11%	19%
CC(=O)c1ccccc1NC(=O)COC(=O)c1ccc2c(c1)nc(C)n2-c1ccccc1	0%	-7%	0%	0%	4%	-14%	-4%	-7%
CCOC(=O)c1cnn(-c2nc(SC)nc3sc4c(c23)CCC4)c1N	?	1%	?	-2%	11%	2%	?	-8%

Whole records, looked up by structure:
CNC(=S)N(Cc1ccco1)Cc1cc2cc(OC)c(OC)cc2[nH]c1=O as listed: L3MBTL1 block: -14%; Tau fibril ThT: -7%; ALDH1A1 block: ?; KinaseGlo FLuc: -2%; RECQ1 helicase: 4%; LMNA splice mod: .; SMN2 splice enh: .; JMJD2E inh: 7%
CCCCC/C=C\C\C=C/C=C/C=C/[C@@H](O)[C@@H](O)CCCC(=O)O as listed: L3MBTL1 block: .; Tau fibril ThT: -1%; ALDH1A1 block: 14%; KinaseGlo FLuc: 0%; RECQ1 helicase: -2%; LMNA splice mod: .; SMN2 splice enh: -1%; JMJD2E inh: 3%

Of the compounds above, 2 contain bromine.
SMILES	L3MBTL1 block	Tau fibril ThT	ALDH1A1 block	KinaseGlo FLuc	RECQ1 helicase	LMNA splice mod	SMN2 splice enh	JMJD2E inh
O=C(OCc1ccccc1)C1=NNC2C(=O)N(c3ccc(Br)cc3)C(=O)C12 (stereo unspecified)	1%	14%	.	.	-3%	.	.	2%
Cn1ncc2c(Nc3ccccc3Br)ncnc21	-7%	-5%	-4%	2%	0%	-20%	-24%	2%

Single values from the list:
CCOC(=O)c1c(-c2cccs2)csc1N in KinaseGlo FLuc shows -3%
O=C(OCc1ccccc1)C1=NNC2C(=O)N(c3ccc(Br)cc3)C(=O)C12 (stereo unspecified) in RECQ1 helicase shows -3%

The list is partial; rates above refer to the full screens.
